GAA inhib: alpha-glucosidase (human) inhibition | hit rate 0.005% among 200,000 | purified human GAA, 4-MU-alpha-glucoside fluorescence | Potency, µM (series often up to 76.9 µM), for the others: top-dose activity change, negative = inhibition, usual class: inhibitors | AID 1466 | P10253;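 note: plate controls were uninhibited enzyme wells for no effect and no-enzyme background for full effect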
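Enzyme (4 nM final) mixed with compound (up to 77 uM), then 4-MU-alpha-D-pyranoside (400 uM final) added; 20 min at room temperature, pH 5.0. Reaction stopped at pH 10, fluorescence read, AC50 derived by Hill fit.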
TexasRed fluor: counter-screen for TRb-SRC2 inhibitors: fluorescence interference; Potency, µM (highest dose often 106 µM), inactives show top-dose fluorescence change, negative = quenching; hit rate 0.29% among 280,000; TRb/SRC2 Texas Red total fluorescence interference; active = well fitted curve in either direction with a large enough effect; inconclusive = small, poorly fitted or top-dose-only effect
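Human TRβ ligand-binding domain (0.6 uM) and Texas Red SRC2 peptide (20 nM) in Tris buffer with 1 uM T3 and 5% DMSO were incubated with pinned compound for 5 hr at ambient temperature. Total fluorescence was computed as S + 2P (555/632 nm).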
L3MBTL1 block: inhibitors of human L3MBTL1 | AlphaScreen L3MBTL1–H3K9me1 peptide binding | Potency, µM (top dose mostly 57.1 µM), without a hit: at the top dose activity, negative = inhibition, hits mostly inhibitors | hit rate 0.66% among 230,000; note: nearly all actives have a fitted effect of over 60% in size
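Displacement of a biotinylated histone H3(1-15) peptide monomethylated at Lys9 (75 nM) from L3MBTL1 (50 nM) was measured by AlphaScreen after a 30 min room-temperature compound incubation; cefsulodin titration served as intraplate control.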
GAA glycogen: alters human alpha-glucosidase cleavage of glycogen; hit rate 0.38% among 300,000; Potency, µM (doses to about 76.4 µM), for the others: top-dose activity change, negative = inhibition, actives largely listed as inhibitors; P10253; recombinant GAA, glycogen substrate, Amplex Red glucose oxidase fluorescence; AID 2100;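 note: 0% = full enzyme reaction and -100% = no-enzyme basal signal; the screen sought inhibitors and activators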
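Recombinant human enzyme (4 nM); glycogen substrate; 37 C, 40 min, pH 5.0. Readout: coupled glucose oxidase/Amplex Red fluorescence.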
GAA spleen mod: lysosomal alpha-glucosidase (human) modulation. P10253. human spleen homogenate, 4-MU-alpha-glucoside fluorescence. Potency, µM (titrated, usually from 79.9 µM), inactives show at the highest dose activity change, negative = inhibition, usual class: inhibitors. hit rate 0.006% among 240,000. AID 2112;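 note: 0% = enzyme with vehicle and -100% = no enzyme basal signal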
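Enzyme source: human spleen homogenate, 1 ug/well. Buffer 50 mM citric acid/K phosphate pH 5.0, 0.01% Tween-20. 4-MU-alpha-glucoside 1 mM; 37 C x 40 min; NaOH/glycine stop; fluorescence.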
RGS12 GoLoco inh: RGS12 GoLoco-Gai1 interaction inhibition; P63096; Gai1:RGS12 GoLoco peptide FP, rhodamine, 10 min; Potency, µM (doses to about 61.6 µM), for inactives: at the top dose activity, negative = inhibition, usual class: inhibitors; hit rate 0.44% among 230,000; AID 880; active = well fitted inhibition curve with a large enough effect, not every such curve was filed as active; inactive = no such curve, though single readings can be large or run the other way; note: nearly all actives have a fitted effect of over 30% in size; many of its hits are not listed in these tables
Target sequence (P63096 whole entry, looked up): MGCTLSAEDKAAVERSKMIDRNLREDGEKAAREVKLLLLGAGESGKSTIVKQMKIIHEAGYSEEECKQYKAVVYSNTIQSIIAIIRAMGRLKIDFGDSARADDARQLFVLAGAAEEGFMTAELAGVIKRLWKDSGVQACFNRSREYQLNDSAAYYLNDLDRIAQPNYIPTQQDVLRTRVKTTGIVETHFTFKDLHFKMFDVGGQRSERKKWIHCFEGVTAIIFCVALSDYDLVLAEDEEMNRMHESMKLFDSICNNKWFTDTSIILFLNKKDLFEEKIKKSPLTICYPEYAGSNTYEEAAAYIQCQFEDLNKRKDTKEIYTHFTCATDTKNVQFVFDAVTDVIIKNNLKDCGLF
RECQ1 helicase: inhibitors of human RECQ1 DNA helicase. RECQ1 DNA unwinding, red fluorescence kinetic read. hit rate 0.54% among 240,000. P46063. Potency, µM (top dose mostly 57.3 µM), for the others: top-dose activity, negative = inhibition, actives largely listed as inhibitors. AID 2549;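 note: plate controls were vehicle for no effect and no enzyme for full effect; nearly all actives have a fitted effect of over 30% in size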
Target sequence (P46063 whole entry, looked up): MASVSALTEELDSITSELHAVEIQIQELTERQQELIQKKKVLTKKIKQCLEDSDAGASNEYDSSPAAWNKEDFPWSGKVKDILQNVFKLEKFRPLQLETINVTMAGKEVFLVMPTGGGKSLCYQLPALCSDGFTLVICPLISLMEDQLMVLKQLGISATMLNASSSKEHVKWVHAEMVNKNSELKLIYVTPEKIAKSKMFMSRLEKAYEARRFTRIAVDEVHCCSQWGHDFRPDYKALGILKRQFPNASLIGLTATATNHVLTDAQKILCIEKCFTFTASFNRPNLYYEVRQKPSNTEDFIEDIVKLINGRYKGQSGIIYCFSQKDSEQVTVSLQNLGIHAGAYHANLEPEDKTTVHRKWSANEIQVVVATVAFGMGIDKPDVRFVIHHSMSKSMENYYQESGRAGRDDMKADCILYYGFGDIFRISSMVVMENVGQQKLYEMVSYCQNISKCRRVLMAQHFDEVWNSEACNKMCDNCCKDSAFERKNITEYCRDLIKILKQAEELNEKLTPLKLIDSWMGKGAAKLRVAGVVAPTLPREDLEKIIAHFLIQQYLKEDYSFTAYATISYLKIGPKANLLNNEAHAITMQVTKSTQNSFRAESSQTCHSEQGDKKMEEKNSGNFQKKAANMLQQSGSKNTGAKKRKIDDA
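RECQ1T1 50 nM; forked duplex (20 bp + 30-nt ss tails) 200 nM, ATP 2 mM final; pH 8.0, 2 mM MgCl2, 2.5 ug/ml poly(dI-dC); 15 min compound preincubation; discontinuous kinetic read over 2 h at RT.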
TRb-SRC2 inh: disrupts binding of human TR beta to SRC2; P10828; TRbeta-SRC2 peptide binding, fluorescence polarization; receptor liganded with 1 µM T3; Potency, µM (doses to about 106 µM), for the others: at the top dose activity change, negative = inhibition, usual class: inhibitors; hit rate 0.065% among 280,000;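 note: plate controls were bound peptide for no effect and peptide without receptor for full effect; nearly all actives have a fitted effect of over 50% in size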
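Decrease in fluorescence polarization of 20 nM Texas Red SRC2 coactivator peptide flagged inhibition of its binding to 0.6 uM TRb LBD; 1 uM T3 included, incubation 5 hr, ex 555/em 632 nm.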
* marks the source's active call; other numbers are inactive results; i = inactive; ? = inconclusive; / = no result given; [ ] = dose if it differs, or a comment. Unless noted, calls come from the whole dose curve; as a rule, active = well fitted curve in the direction sought with a large enough effect; inconclusive = small, poorly fitted or top-dose-only effect, or another doubt; inactive = no such curve, though single readings can be large; an effect the other way counts as inactive or inconclusive. Unless noted, % is set by controls: 0 for no effect and ±100 for the full control effect; potency is the fitted concentration of half-maximal effect.

nr | structure | GAA inhib | TexasRed fluor | L3MBTL1 block | GAA glycogen
1 | O=C(Cn1cc2c(n1)CCCC2)NCCCN1CCN(C2CCCCC2)CC1 | -0.5% | 2.9% | 5.4% | 2.3%
2 | O=S(=O)(c1ccccc1)N1CCN(c2nc(-c3cccs3)nc3ccccc23)CC1 | -1.5% | -1.3% | -5.1% | 2.2%
3 | O=C1CC(c2ccccc2)Oc2cc(O)cc(O)c21 (centres undefined) | / | 0.1% | / | -1.6%
4 | Cc1ccc(C2CC(=O)c3cnn(-c4nc(C)cc(C)n4)c3C2)cc1 (centres undefined) | 3.1% | 3.1% | -1.6% | -2.0%
5 | CC1(C)Cc2c(sc(NC(=O)c3ccco3)c2C(=O)O)CO1 | -7.3% | -10.6% | / | 3.6%
6 | CN(C)CCCNc1oc(-c2ccc(Cl)cc2)nc1C#N | -5.5% | -8.5% | -2.4% | -29.6%
7 | Cc1ccc(-n2ncc3c(NCc4ccco4)ncnc32)cc1C | -6.1% | -0.2% | / | -7.3%
8 | CCOc1ccc(C(=O)NC(=S)Nc2ccc(NC(=O)c3ccco3)cc2)cc1[N+](=O)[O-] | 5.5% | 1.4% | 30.5%[activator] | -0.4%
9 | COc1ccc(NC(=O)c2ccccc2NC(=O)c2ccco2)c(OC)c1 | -7.3% | -3.0% | -5.6% | 4.9%
10 | O=C(O)C1CC=CCC1C(=O)NC12CC3CC(CC(C3)C1)C2 (centres undefined) | -2.1% | 0.4% | 2.8% | 8.5%
11 | CN1C(=O)c2cccc(N(C)C)c2C1=O | -3.7% | -3.1% | 15.5% | 5.0%
12 | Cc1ccc(S(=O)(=O)CCNC(=O)Cc2ccc(Cl)cc2)cc1 | ? | -4.0% | -8.3% | -2.4%

nr | GAA spleen mod | RGS12 GoLoco inh | RECQ1 helicase | TRb-SRC2 inh
1 | -5.4% | 3.3% | i | -8.4%
2 | 2.3% | -0.9% | -2.6% | -6.1%
3 | -1.2% | 4.4% | i | -0.7%
4 | -0.8% | -3.9% | i | -7.2%
5 | -15.8% | 5.6% | -14.3% | 1.3%
6 | 1.1% | 2.6% | i | 7.2%
7 | -17.7% | 2.0% | -0.4% | -5.3%
8 | 0.0% | 19.6% | -12.2% | -14.9%
9 | -0.9% | -0.3% | i | 3.7%
10 | -18.7% | 0.7% | -9.8% | 0.0%
11 | 4.5% | 11.8% | i | 0.5%
12 | 7.5% | 7.0% | -6.9% | 4.1%

Remaining list, next part
nr | structure | GAA inhib | TexasRed fluor | L3MBTL1 block | GAA glycogen
13 | O=C(O)CSc1ncnc2scc(-c3ccc(Br)cc3)c12 | / | 0.7% | / | 4.0%
14 | COc1cc(S(=O)(=O)Nc2c(C)cc(C)cc2C)ccc1Cl | -3.7% | 3.3% | / | -2.5%
15 | CCn1cc(Br)c(C(=O)Nc2ccc(F)cc2F)n1 | / | 1.9% | / | 1.1%
16 | O=C(CSc1nc2ccc(Nc3nc(N4CCCC4)nc(N4CCCC4)n3)cc2s1)NCc1ccco1 | / | -3.3% | / | -1.5%
17 | O=C(CSc1nc2ccccc2o1)c1ccccc1 | 6.2% | 2.9% | 17.4% | -15.7%
18 | Cc1nnc(-n2ncc(C#N)c2N)c2nn(-c3cccc(Cl)c3)c(C)c12 | -3.4% | 4.4% | -2.4% | -14.7%
19 | Clc1ccc(-[n+]2c(-c3cccc(Br)c3)[nH]c3nc4ccccc4nc32)cc1 | / | -1.9% | -1.7% | 1.6%
20 | Cc1ccc(C2CC(=O)C=C(Nc3ccc(Cl)cc3)C2)cc1 (centres undefined) | -2.6% | -2.8% | -13.7% | 4.5%
21 | COc1ccc2nc(NC(=O)CSc3nnnn3C)sc2c1 | -4.5% | -0.8% | 14.9% | 0.6%
22 | CCOC(=O)c1nnn(-c2nonc2N)c1CS(=O)(=O)c1ccccc1 | -12.6% | 1.6% | -6.8% | 1.6%
23 | Cc1cccc(NC(=O)CN2C(=O)N/C(=C\c3ccc(N4CCOCC4)cc3)C2=O)c1 | 1.0% | 1.9% | 4.1% | 1.3%
24 | CC(C)CNC1CCS(=O)(=O)C1 (centres undefined) | / | -7.1% | / | 4.5%

nr | GAA spleen mod | RGS12 GoLoco inh | RECQ1 helicase | TRb-SRC2 inh
13 | -1.5% | 28.6% | -2.2% | 1.2%
14 | -11.4% | 11.5% | 2.5% | -17.6%
15 | 1.1% | -2.9% | i | -2.0%
16 | 9.0% | 12.2% | i | 1.4%
17 | -4.7% | 9.0% | i | -15.3%
18 | -0.5% | 138.0%[activator] | i | -13.6%
19 | -9.0% | 4.3% | -3.4% | -2.3%
20 | -5.2% | 164.7%[activator] | -4.0% | 4.1%
21 | -0.1% | 10.1% | i | 4.6%
22 | -10.7% | -5.0% | -1.0% | 5.2%
23 | -0.5% | 14.0% | i | -2.4%
24 | 8.2% | 0.3% | i | 5.5%

Whole records as entered above. Order of screens: GAA inhib	TexasRed fluor	L3MBTL1 block	GAA glycogen	GAA spleen mod	RGS12 GoLoco inh	RECQ1 helicase	TRb-SRC2 inh
COc1ccc2nc(NC(=O)CSc3nnnn3C)sc2c1 as listed: -4.5%	-0.8%	14.9%	0.6%	-0.1%	10.1%	i	4.6%
CCn1cc(Br)c(C(=O)Nc2ccc(F)cc2F)n1 as listed: /	1.9%	/	1.1%	1.1%	-2.9%	i	-2.0%
Cc1nnc(-n2ncc(C#N)c2N)c2nn(-c3cccc(Cl)c3)c(C)c12 as listed: -3.4%	4.4%	-2.4%	-14.7%	-0.5%	138.0%[activator]	i	-13.6%
Cc1ccc(C2CC(=O)C=C(Nc3ccc(Cl)cc3)C2)cc1 (centres undefined) as listed: -2.6%	-2.8%	-13.7%	4.5%	-5.2%	164.7%[activator]	-4.0%	4.1%

Later entries
nr | structure | GAA inhib | TexasRed fluor | L3MBTL1 block | GAA glycogen
25 | CCCN1C(=O)N(C)C(N(O)C(=O)NC)C1(C)C (centres undefined) | -3.3% | -1.0% | -5.0% | -2.7%
26 | O=C(C1=C[C@H](c2ccc(Br)cc2)C[C@H](OCCCCO)O1)N1CCN(Cc2ccc3c(c2)OCO3)CC1 | / | -1.9% | -15.5% | -1.8%
27 | OCc1nnn(-c2cccc(C(F)(F)F)c2)c1CO | 2.3% | 5.6% | 7.2% | -2.5%
28 | CC(=O)c1c(C)nc(-c2ccc(Cl)cc2)nc1N=CN(C)C | 0.7% | -1.0% | 5.5% | -0.7%
29 | Cc1ccc(OCCOCCn2cnc3ccccc3c2=O)c([N+](=O)[O-])c1 | -1.9% | 2.0% | 3.2% | 8.4%
30 | CC1(C)CC2(CCCN3C(=O)CSC32)CCS1 (centres undefined) | 1.3%[15.4 µM] | -3.5% | -2.3% | -1.1%
31 | Cc1cccc(N2C(=O)N(c3ccccc3C)C3CS(=O)(=O)CC32)c1 (centres undefined) | -6.3% | -2.6% | / | 4.4%
32 | Cc1cc(=O)n(-c2ccc(Cl)cc2)c(=O)[nH]1 | -3.3% | 0.0% | / | 3.3%
33 | Cc1ccccc1NC(=O)CC1SC(=O)N(c2ccccc2)C1=O (centres undefined) | -10.4% | 4.1% | / | 24.9µM*
34 | Cc1nn(Cc2c(F)c(F)c(F)c(F)c2F)c(C)c1NC(=O)c1c([N+](=O)[O-])cnn1C | -14.0% | 2.1% | / | 2.1%
35 | CS(=O)(=O)N1CCN(C(=S)NCc2ccc(F)cc2)CC1 | -0.4% | 0.2% | ? | -6.4%
36 | Cc1cc(Cl)c2ccc(Cl)cc2n1 | / | -2.6% | 1.3% | 4.5%

nr | GAA spleen mod | RGS12 GoLoco inh | RECQ1 helicase | TRb-SRC2 inh
25 | -21.2% | 0.6% | 2.1% | 3.3%
26 | -1.4% | 0.0% | i | -10.2%
27 | -5.3% | 0.3% | -4.7% | 4.8%
28 | -1.0% | 90.8%[activator] | -10.2% | 5.1%
29 | 2.9% | -5.8% | -13.3% | 1.4%
30 | 0.6% | -0.6% | -12.9% | 1.8%
31 | -5.4% | -6.8% | i | -12.2%
32 | -3.5% | -2.5% | -4.6% | 4.5%
33 | -7.1% | 21.1% | -9.0% | -3.4%
34 | 1.2% | -0.8% | i | -5.6%
35 | 0.7% | 5.1% | i | -1.3%
36 | -5.0% | -24.6% | -3.4% | -0.6%

Following part.
nr | structure | GAA inhib | TexasRed fluor | L3MBTL1 block | GAA glycogen
37 | O=C(c1ccc(COc2ccc(Cl)cc2)o1)N1CCN(Cc2ccc3c(c2)OCO3)CC1 | -4.1% | 1.1% | / | -11.3%
38 | Cc1cc(C)n(-c2cccc3cccnc23)n1 | 2.4% | -0.9% | -4.1% | 2.8%
39 | Cn1nc(C(C)(C)C)c([N+](=O)[O-])c1C(=O)Nc1cccc2ccccc12 | / | -1.4% | -2.7% | 3.5%
40 | CCCCCCCCC(=O)NNC(=O)c1c(O)c2ccccc2n(CC)c1=O | 1.0% | -1.5% | 9.4% | 0.9%
41 | O=C(O)c1ccccc1-c1nc2ccccc2c(=O)[nH]1 | 1.1% | -1.9% | 12.3% | 1.4%
42 | Cc1cc(Cl)c(S(=O)(=O)N2CCN(c3ccccn3)CC2)cc1OCC(=O)NC1CCCCC1 | / | -1.9% | -6.3% | -10.8%
43 | COc1ccc(OC)c(Nc2ncnc3ccccc23)c1 | -8.3% | -5.8% | 1.3% | -1.5%
44 | CCOC(=O)C1C(=O)OC(C)(C)C1C(C)C(=O)c1ccccc1 (centres undefined) | -5.9% | -5.2% | / | 9.2%
45 | CC(C)(C)NC(=O)Cn1c(SCC(N)=O)nc2ccccc21 | -10.7% | 0.1% | 4.6% | 0.7%
46 | OCCN1CCN(c2cc(-c3ccccc3)c3ccccc3n2)CC1 | 3.0% | -1.0% | -8.6% | 2.8%

nr | GAA spleen mod | RGS12 GoLoco inh | RECQ1 helicase | TRb-SRC2 inh
37 | -5.3% | -18.5% | -3.1% | -0.4%
38 | 7.9% | 12.6% | -11.8% | 1.7%
39 | 6.6% | 4.2% | -5.7% | 5.5%
40 | -0.2% | 7.3% | i | -1.0%
41 | -4.9% | -11.0% | -5.8% | 3.5%
42 | -3.8% | 7.2% | -24.9% | 0.7%
43 | -4.2% | 10.0% | i | -1.1%
44 | 1.0% | -10.7% | i | 0.2%
45 | 2.8% | 0.7% | -5.4% | -10.6%
46 | 3.0% | 4.7% | -0.4% | -0.2%

High-throughput results deposited in PubChem by National Center for Advancing Translational Sciences (NCATS).

This is a subset; count on the stated rates, not on these rows.
